# mcGAS inh: blocks mouse cGAS activity; recombinant cGAS, Kinase-Glo ATP depletion luminescence; inhibition, % at 12.5 µM; 0.15% of 160,000 active; AID 1259399;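 further: 0% = negative control wells and 100% = reference inhibitor with no enzyme activity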
# NPYLR7 ag: mosquito NPYLR7 agonism; HEK293T NPYLR7/Galpha15, GCaMP6s calcium fluorescence; AID 1259423; 0.15% of 270,000 active; activation, % at 10 µM; in the data active means activation above about 40%;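 further: 0% = vehicle and 100% = reference agonist at the receptor; some compounds past the cut are filed as inactive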
# hcGAS lum: inhibitors of human cGAS; 0.081% of 290,000 active; Q8N884; inhibition, % at 12.5 µM; recombinant h-cGAS, ATP depletion, Kinase-Glo luminescence;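 further: 0% = vehicle reaction and 100% = reaction without DNA for no activity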
# Target sequence (Q8N884 whole entry, looked up): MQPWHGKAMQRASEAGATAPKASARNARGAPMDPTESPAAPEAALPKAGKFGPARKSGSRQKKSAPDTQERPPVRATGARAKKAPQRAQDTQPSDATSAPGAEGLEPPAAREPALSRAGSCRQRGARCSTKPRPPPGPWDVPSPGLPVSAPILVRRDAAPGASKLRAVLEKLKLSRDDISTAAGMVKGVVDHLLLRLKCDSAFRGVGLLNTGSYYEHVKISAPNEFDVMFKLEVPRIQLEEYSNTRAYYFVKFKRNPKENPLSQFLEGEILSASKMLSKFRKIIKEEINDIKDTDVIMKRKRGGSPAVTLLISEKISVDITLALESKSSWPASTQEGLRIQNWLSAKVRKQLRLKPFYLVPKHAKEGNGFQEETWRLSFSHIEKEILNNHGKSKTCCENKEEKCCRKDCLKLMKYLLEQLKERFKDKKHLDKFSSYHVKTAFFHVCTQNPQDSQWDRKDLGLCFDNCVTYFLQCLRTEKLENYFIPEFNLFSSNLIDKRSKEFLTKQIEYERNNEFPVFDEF
# Numbers without * were called inactive; . = no result given. Unless noted, no stated cut-off is given here; in the data, active means inhibition above about 40%; inactive means the rest.
# Sample of the layout, four compounds:
entry | Molecule | mcGAS inh | NPYLR7 ag | hcGAS lum
1 | CCc1ccc(N2C(=O)CSC2c2ccc(NC(=O)c3ccc(C(F)(F)F)cc3)cc2)cc1 (stereo unspecified) | 20 | 8 | -5
2 | COc1cc(OC)cc(C(=O)Nc2ccc(-c3cccc(-c4cccc(OC)c4)n3)cc2)c1 | -3 | 3 | -4
3 | Cc1nc2c(s1)CCCC2NS(=O)(=O)NCc1ccccc1 (stereo unspecified) | . | 2 | -4
4 | COc1ccc(-n2c(NC(C)=O)c[n+]3c2CCc2ccccc2-3)cc1 | . | 2 | -6

# Main list, previewed entries included:
entry | Molecule | mcGAS inh | NPYLR7 ag | hcGAS lum
1 | CCc1ccc(N2C(=O)CSC2c2ccc(NC(=O)c3ccc(C(F)(F)F)cc3)cc2)cc1 (stereo unspecified) | 20 | 8 | -5
2 | COc1cc(OC)cc(C(=O)Nc2ccc(-c3cccc(-c4cccc(OC)c4)n3)cc2)c1 | -3 | 3 | -4
3 | Cc1nc2c(s1)CCCC2NS(=O)(=O)NCc1ccccc1 (stereo unspecified) | . | 2 | -4
4 | COc1ccc(-n2c(NC(C)=O)c[n+]3c2CCc2ccccc2-3)cc1 | . | 2 | -6
5 | O=c1oc(-c2ccccc2Br)nc2ccccc12 | -5 | 19 | -2
6 | CCCCN(CCO)C(=O)CC(C)c1cccc(F)c1 (stereo unspecified) | . | 10 | -11
7 | COc1ccccc1CN(c1nc(CCN)nc2ccccc12)C1CC1 | -15 | 2 | -8
8 | Cc1cc(C)c2nc(N(CCCN3CCOCC3)C(=O)COc3ccccc3)sc2c1 | -6 | 6 | -2
9 | O=C1c2c(O)cc(O)cc2O[C@H](c2ccc(O)c(O)c2)[C@H]1O | . | -9 | -1
10 | O=C(CCN(c1nc(-c2ccco2)nc2ccccc12)C1CCCCC1)N1CCN(c2ccccc2F)CC1 | -5 | 25 | -3
11 | Cn1ccnc1-c1cccc(NC(=O)COc2ccc3c(c2)CCC3)c1 | . | -6 | -13
12 | COc1ccc(-n2c(CN3CCN(C)CC3)n[nH]c2=O)c(C)c1 | -11 | 37 | -5
13 | CC1CN(C(=O)CCCSc2nnc(Cc3ccccc3)n2-c2ccccc2)CCN1C(=O)c1ccc(Cl)cc1Cl (stereo unspecified) | -4 | -3 | -1
14 | C=CCN1CC(c2nc3ccccc3n2Cc2ccc(C(C)C)cc2)CC1=O (stereo unspecified) | -1 | -6 | -6
15 | CCCCNC(=O)c1cc(-c2ccccc2)n(-c2ccc(OC)cc2OC)c1C | -5 | 19 | -8
16 | O=C(Nc1ccc(F)cc1)N1CCC(Cc2ccc(C(F)(F)F)cc2)CC1 | -7 | 19 | -3
17 | CC(CC(=O)N(CC(=O)N1CC(=O)N(c2ccc(F)cc2)C1)C1CC1)CC(C)(C)C (stereo unspecified) | -4 | 17 | -7
18 | CCCCS(=O)(=O)/C=C/[C@H]1[C@H](S(=O)(=O)CCCC)[C@H]2C=C[C@@H]1C2 | . | 5 | 2
19 | O=C(O)COc1cccc(/C=C2/SC(=Nc3ccccc3Cl)NC2=O)c1 | -4 | -8 | 0
20 | Cc1cn2c3c(=O)[nH]c(=O)n(C)c3nc2n1-c1cccc(O)c1 | . | -7 | -7
21 | O=C1CC(O)(C(F)(F)F)Oc2ccc3ccccc3c21 (stereo unspecified) | -7 | 22 | -17
22 | COCCNC(=O)CSc1nnc(N2CCN(C(=O)C(C)(C)C)CC2)s1 | -7 | -10 | -3
23 | CC(C)C(=O)Nc1cccnc1-c1ccn[nH]1 | . | 9 | 1
24 | COc1ccc(OC)c(NC(=O)NCCNc2nc(C)cc(N3CCCCC3)n2)c1 | . | -4 | -4
25 | Brc1ccc(-c2ccc(C=NNC3=NCCCCC3)o2)cc1 | . | 11 | 6
26 | Cc1ccc(-c2nn(C(C)(C)C)c3ncnc(N)c23)cc1 | . | -11 | -6
27 | Cc1cnc(N)c(-c2cccc(C(=O)O)c2)c1 | . | 0 | -6
28 | CC12CC(C)(C)C(C#N)(C(=N)C1C#N)C(C(C#N)C#N)=N2 (stereo unspecified) | -1 | 4 | -3
29 | CC(C)(C)c1cc(NC(=O)Cn2cc(C(F)(F)F)cc(Cl)c2=O)on1 | -5 | 11 | -4
30 | O=S(=O)(c1ccc2c(c1)OCCO2)N1CCCC1c1nc2ccccc2s1 (stereo unspecified) | . | 5 | -5

# The last 2 records of the section above are carried over, then new ones follow.
entry | Molecule | mcGAS inh | NPYLR7 ag | hcGAS lum
29 | CC(C)(C)c1cc(NC(=O)Cn2cc(C(F)(F)F)cc(Cl)c2=O)on1 | -5 | 11 | -4
30 | O=S(=O)(c1ccc2c(c1)OCCO2)N1CCCC1c1nc2ccccc2s1 (stereo unspecified) | . | 5 | -5
31 | COc1cccc(C(=O)N2CCCC(OCc3ccc(Br)cc3)C2)c1 (stereo unspecified) | . | -6 | -1
32 | CCc1cc(Oc2ccccc2F)nc(SCc2cc(F)ccc2F)n1 | -7 | 3 | -7
33 | CN1CCCC(c2n[nH]c(=O)n2CCc2ccccc2)C1 (stereo unspecified) | . | 3 | -7
34 | CCC(=O)Nc1c(-c2ccc(OC)c(OC)c2)c(=O)c2ccccc2n1C | . | 7 | -2
35 | CC(=O)N1CCC(NC(C)c2ccccc2Br)CC1 (stereo unspecified) | -9 | 7 | -9
36 | O=C1/C(=C/C2CC=CCC2)SC(=S)N1C1CCS(=O)(=O)C1 (stereo unspecified) | -5 | 4 | -6
37 | O=C1CC(C(=O)N(CC2CCCO2)c2nc3c(F)cccc3s2)CN1c1ccccc1 (stereo unspecified) | -4 | -1 | -10
38 | O=C(CCN(Cc1ccccc1)c1nc(Cc2ccccc2)ns1)N1CCN(Cc2ccccc2)CC1 | -4 | -10 | -12
39 | CC1CN2C(=O)CN(C(=O)Nc3c(F)cc(Br)cc3Br)CC2c2ccccc21 (stereo unspecified) | -3 | 18 | 1
40 | CC(=O)Nc1cccc2c1NCCC2 | . | 1 | -2
41 | Fc1ccccc1-c1noc2nc(Oc3cccnc3)ccc12 | -7 | 2 | -4
42 | CC(=O)NNC(=O)COc1cc(C)c(Cl)c(C)c1 | . | 0 | -3
43 | CC(C)(C)c1cn2nc(Nc3ccc(N4CCC(O)CC4)cc3)sc2n1 | . | 2 | -6
44 | COc1ccc(C2CC(C(F)(F)F)n3ncc(C(=O)NC4CCCC4)c3N2)cc1OC (stereo unspecified) | -6 | -1 | -4
45 | COCCN(Cc1cc(NC(=O)C(C)C)ccc1N(C)C)C(=O)c1ccco1 | -3 | 22 | 0
46 | CC(C)(C)OC(=O)N1CCC(Nc2ncc(Br)cn2)C1 (stereo unspecified) | . | 6 | -17
47 | COc1ccc(/C=C2\SC(=S)N(CCC(=O)OC3CCCCC3)C2=O)cc1 | -5 | 6 | -7
48 | CCN(CC)C(=O)Oc1ccc2c(ccn2Cc2cc(Br)cc(Br)c2)c1-c1ccc(F)c(Cl)c1 | -9 | 20 | -8
49 | CCn1cc(CN2CCC(c3nnc(CN(C)CCO)n3C)CC2)cn1 | -5 | . | -10
50 | O=C(NC1CC1)c1ccc(Cn2cc(Br)cn2)o1 | . | 8 | -7
51 | CC(C)CN1CCN(Cc2nncn2C(C)C)[C@H]2CS(=O)(=O)C[C@H]21 | -7 | . | -20
52 | Cc1cn2c3c(=O)n(Cc4cccc(Cl)c4)c(=O)n(C)c3nc2n1CC1CCCO1 (stereo unspecified) | . | -2 | -4
53 | CN(C)S(=O)(=O)c1ccc(Cl)c([N+](=O)[O-])c1 | . | -4 | -3
54 | O=C(CCc1ccccc1)NCCNc1ccc(Nc2ccccn2)nn1 | . | 10 | -6
55 | Cc1cc(C(=O)N2C[C@@H]3[C@H](C2)[C@H]2CC[C@@H]3O2)sc1-c1ccccc1 | . | 6 | -3
56 | Cc1cc(Oc2cc(N3CCC(C)CC3)ncn2)ccc1Cl | -6 | -2 | 0
57 | CCc1cc(=O)[nH]c(-n2nc(C)cc2NC(=O)C2CC(=O)N(c3ccc(F)cc3)C2)n1 (stereo unspecified) | -8 | 7 | -11
58 | CCN(CC)c1ccc(N2C(=O)/C(=C/c3ccc(Cl)cc3)C=C2c2ccccc2)cc1 | -5 | -3 | -5
59 | CCOC(=O)C1(Cc2ccccc2)CCCN(C2CCN(C(C)=O)CC2)C1 (stereo unspecified) | -4 | -10 | -5
60 | CCC1CN(C(=O)CN2C(=O)NC(C)(c3ccccc3F)C2=O)CCO1 (stereo unspecified) | . | -3 | 4
61 | CCCC(=O)C1=C(N2CCN(C3=C(C(=O)CCC)C(=O)CC(C)(C)C3)CC2)CC(C)(C)CC1=O | . | -1 | -5
62 | CCN(Cc1nccn1C)C(=O)c1ccc(-c2csc3ccccc23)nc1 | . | -3 | -1

# Copied from the list.
# O=C(CCN(Cc1ccccc1)c1nc(Cc2ccccc2)ns1)N1CCN(Cc2ccccc2)CC1 in mcGAS inh is entered as -4
# CC(C)CN1CCN(Cc2nncn2C(C)C)[C@H]2CS(=O)(=O)C[C@H]21 in hcGAS lum is entered as -20
# CN1CCCC(c2n[nH]c(=O)n2CCc2ccccc2)C1 (stereo unspecified) in NPYLR7 ag is entered as 3

# Assay outcomes (PubChem BioAssay)
